esBAF inh – blocks esBAF chromatin remodeling in mouse ES cells; reporter increase, % at 12.5 µM; actives 2% (n = 350,000); AID 602393; Bmi1-luciferase knock-in reporter, 24 h; 100% = twice the neutral-well signal; in the data active means activation above about 40%;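 further: 0% = median of the plate's neutral control wells and 100% = double that signal; a rise in the Bmi1 reporter signal indicates esBAF inhibition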
SIRT5 block – inhibitors of human sirtuin-5 desuccinylase. Q9NXA8. actives 1.1% (n = 330,000). Purified SirT5, succinyl-peptide AMC, trypsin-coupled fluorescence. inhibition, % at 15 µM; in the data active means inhibition above about 15%
Target sequence (Q9NXA8 whole entry, looked up): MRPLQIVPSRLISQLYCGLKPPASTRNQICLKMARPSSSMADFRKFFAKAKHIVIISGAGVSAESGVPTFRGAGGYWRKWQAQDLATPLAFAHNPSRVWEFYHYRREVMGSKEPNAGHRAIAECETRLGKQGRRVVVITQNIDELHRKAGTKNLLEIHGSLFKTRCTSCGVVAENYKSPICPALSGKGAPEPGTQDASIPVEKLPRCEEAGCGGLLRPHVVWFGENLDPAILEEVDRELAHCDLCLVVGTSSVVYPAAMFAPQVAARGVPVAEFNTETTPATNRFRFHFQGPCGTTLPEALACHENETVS
FN deposition inh – fibronectin deposition inhibition; AH1F fibroblasts, Alexa488-fibronectin deposition fluorescence, overnight; inhibition, % at 12.6 µM; actives 0.086% (n = 350,000);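 active means mean inhibition across replicates of 30% or more, regardless of how many single replicates reach that level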;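 further: positive control wells lacked labelled fibronectin entirely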
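test system = AH1F fibroblasts assembling fluorescent fibronectin matrix | quantity = 10000 AH1F cells per well | buffer or medium = DMEM plus 2% serum, read in PBS | doses = single dose, pinned | incubation = 1 h cell attachment, overnight exposure to compound and label | detection = fluorescence at 485 nm excitation, 525 nm emission | read-out basis = inhibition from reduced deposited-fibronectin fluorescence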
CASP6 VEID inh – caspase-6 (human) enzyme inhibition; P55212; purified caspase-6, Z-VEID-R110 cleavage fluorescence; inhibition, % at 12.5 µM; actives 0.53% (n = 350,000);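 active means mean inhibition across replicates at least about 35%, with every replicate also reaching that limit, limit read from the data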;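 further: 0% = median of neutral control wells and 100% = no fluorescence left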
Target sequence (P55212 24-179 limits assumed): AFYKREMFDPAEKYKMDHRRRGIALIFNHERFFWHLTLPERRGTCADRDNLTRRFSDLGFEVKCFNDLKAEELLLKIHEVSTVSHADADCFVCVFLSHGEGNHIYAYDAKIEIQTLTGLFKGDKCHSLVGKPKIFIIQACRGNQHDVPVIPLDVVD
Target sequence (P55212 194-293 limits assumed): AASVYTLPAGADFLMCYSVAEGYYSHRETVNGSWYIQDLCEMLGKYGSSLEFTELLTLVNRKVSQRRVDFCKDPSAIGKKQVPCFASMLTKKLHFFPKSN
S100A4 MyoIIA – S100A4-myosin IIA interaction inhibition. actives 0.14% (n = 360,000). AID 652163. inhibition, % at 10.7 µM. S100A4/TAMRA-MyoIIA peptide fluorescence polarization. P26447;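 active means mean inhibition of at least 70% across replicates, with every replicate also reaching that level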
Target sequence (P26447 whole entry, looked up): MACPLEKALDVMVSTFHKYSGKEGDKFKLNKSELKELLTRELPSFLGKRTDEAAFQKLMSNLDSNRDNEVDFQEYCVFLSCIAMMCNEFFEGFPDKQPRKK
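Compound dosing: one dose per compound; test system: human S100A4 monomer with TAMRA-labelled myosin IIA peptide; probe or stimulus: TAMRA-labelled myosin IIA heavy-chain peptide probe, 5 nM; medium: HEPES buffer with Ca2+, pH 7.2; schedule: 5 min incubation before reading; benchmarks: neutral control DMSO, positive control TFP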
C2C12 statin – suppression of simvastatin myotoxicity. C2C12 myotubes + simvastatin, ATP luminescence, 48 h; scaled: DMSO 0, geranylgeraniol control 100. rescue of ATP level, % at 7.49 µM. actives 0.78% (n = 330,000);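 active means mean ATP rescue above about 67%, or every replicate alone reaching that limit, limit read from the data, passing the limit was not always enough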;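 further: myotubes were challenged with 10 µM simvastatin during compound exposure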
LGR2 antag – blocks bursicon-induced cAMP signaling via Drosophila LGR2; HEK293 LGR2, CRE-luciferase, bursicon-stimulated, 4 h; inhibition, % at 9.99 µM; actives 0.35% (n = 380,000);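 active means drop in luminescence signal, shown as inhibition above about 50% in the replicate tests, limit read from the data, passing the limit was not always enough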;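 further: agonist challenge used bursicon conditioned medium at about half maximal strength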
Starred values were filed as active, the others as inactive; / = not tested or not shown. A portion of the library; the hit share may differ from the screen's.

1) Cc1csc(NC(=O)Nc2cccc(Cl)c2)n1
2) Cc1cc(NC(=O)CSc2nc(C(C)C)nc3c2c(=O)n(C)c(=O)n3C)no1
3) C[C@@H]1CCCCO[C@H](CN(C)C(=O)Cc2ccccc2)[C@@H](C)CN([C@@H](C)CO)C(=O)c2cc(NC(=O)Nc3ccccc3)ccc2O1
4) COc1ccc(C[C@H]2CN3C(=NC[C@@H]3Cc3ccc(O)cc3)N2CCNC(=O)c2ccc(C)c(Br)c2)cc1
5) Cc1cc(C)c(NC(=O)CN2C(=O)NC3(CCCCC3)C2=O)c(C)c1
6) C[C@H]1CN([C@@H](C)CO)C(=O)c2cc(-c3ccc(F)cc3)cnc2O[C@@H]1CN(C)CC1CCCCC1
7) C[C@H](CO)N1C[C@H](C)[C@H](CN(C)Cc2ccc(-c3ccccc3)cc2)Oc2c(NC(=O)C3CCOCC3)cccc2C1=O
8) CO[C@H]1CN(C)C(=O)c2ccc(NC(=O)C3CCOCC3)cc2OC[C@@H](C)N(C(C)=O)C[C@@H]1C
compound no.	1	2	3	4	5	6	7	8
esBAF inh	88*	17	6	-86	3	-3	5	-4
SIRT5 block	/	0	4	0	-3	6	0	/
FN deposition inh	-4	-5	-11	6	/	-7	/	4
CASP6 VEID inh	/	-2	1	12	1	-2	1	-1
S100A4 MyoIIA	/	-4	-25	-7	-3	-5	11	6
C2C12 statin	-2	-7	/	-59	10	-38	10	-4
LGR2 antag	/	-11	12	21	-4	-13	-2	13

9) CC(C)Oc1ccc(CN2CCCC(CO)(Cc3ccccc3)C2)cc1CO (configuration not stated)
10) CCCc1cc(=O)oc2c(CN3CCCC3)c(O)c(Cl)cc12
11) COc1cccc(CN(C)C(=O)C(Cc2ccccc2)NC(=O)c2ccccc2)c1OC (configuration not stated)
12) O=c1[nH][nH]c2c1C(c1ccc(Cl)c(Cl)c1)OC(CCc1ccccc1)C2 (configuration not stated)
13) C[C@@H]1CN([C@@H](C)CO)C(=O)Cc2cc(NS(=O)(=O)c3ccccc3)ccc2O[C@@H]1CN(C)C
14) COc1ccc(N=N/C(C(C)=O)=C(/C)O)cc1
15) COc1cccc(S(=O)(=O)N(C)C[C@@H]2Oc3ncc(-c4ccccc4)cc3C(=O)N([C@H](C)CO)C[C@@H]2C)c1
16) CO[C@@H]1CN(C)C(=O)c2cc(NC(C)=O)ccc2OC[C@@H](C)N(Cc2cncnc2)C[C@@H]1C
compound no.	9	10	11	12	13	14	15	16
esBAF inh	-5	-5	/	/	4	9	0	-3
SIRT5 block	-5	/	0	-2	2	0	4	/
FN deposition inh	-10	4	-3	3	/	3	-3	0
CASP6 VEID inh	-1	/	6	1	-3	1	3	1
S100A4 MyoIIA	-5	/	2	4	1	-4	-3	-6
C2C12 statin	-4	-9	/	/	-6	2	8	-5
LGR2 antag	-6	/	-8	42	5	-26	-15	-19

17) S=c1cnc2ccccc2[nH]1
18) Cn1c(C(=O)Nc2ccc3c(c2)OCO3)cc2c(=O)n(C)c3ccccc3c21
19) Cc1ccnc(N2CCC(C(=O)Nc3ccc4c(c3)CCC4)CC2)n1
20) O=C(c1ccc(F)cc1)N1C[C@H]2[C@@H](c3ccccc31)[C@H](CO)N2Cc1ccc2c(c1)OCO2
21) Cn1c(SCc2n[nH]c(=S)n2-c2ccccc2)nnc1-c1ccccc1
22) CO[C@H]1CN(C)C(=O)c2ccc(NS(=O)(=O)c3cn(C)cn3)cc2OC[C@@H](C)N(C)C[C@@H]1C
23) CCC(=O)N1CCc2cc(Br)cc(S(=O)(=O)CCC(=O)NCCc3ccccc3)c21
24) C[C@H]1CN([C@@H](C)CO)C(=O)c2ccccc2-c2ccccc2CO[C@@H]1CN(C)Cc1ccc(C(=O)O)cc1
compound no.	17	18	19	20	21	22	23	24
esBAF inh	/	2	1	0	/	-7	2	-4
SIRT5 block	-1	/	/	-3	-3	8	/	7
FN deposition inh	0	-1	-4	/	-2	4	-1	1
CASP6 VEID inh	6	-2	/	3	-3	0	/	0
S100A4 MyoIIA	-9	1	/	-3	-6	-14	/	48
C2C12 statin	/	-24	-3	4	/	11	-1	-18
LGR2 antag	/	-20	/	6	-2	16	/	20

25) C[C@H](O)C#Cc1ccc([C@@H]2[C@@H](CO)N3CCCCN(S(=O)(=O)c4ccccc4)C[C@@H]23)cc1
26) Cc1ccc2oc(NC3=NC4(CCCC4)C4=C(CCCC4=O)N3)nc2c1
27) Cc1oc(-c2ccoc2)nc1CN(CC1CCC(=O)N1)C(C)C (configuration not stated)
28) NC(=O)CSc1nnc(-c2ccncc2)o1
29) CCOCCCNc1nc2c([nH]1)c(=O)n(C)c(=O)n2C
30) Nc1cccc([N+](=O)[O-])c1
31) C[C@@H]1CCCCO[C@@H](CN(C)S(=O)(=O)c2ccc(F)cc2)[C@@H](C)CN([C@H](C)CO)C(=O)c2cc(NC(=O)Nc3ccc(F)cc3)ccc2O1
32) CCCC(=O)Nc1ccc2c(c1)OC[C@H](C)N(CC1CCCC1)C[C@@H](C)[C@@H](OC)CN(C)C2=O
compound no.	25	26	27	28	29	30	31	32
esBAF inh	/	26	-2	-7	-2	-9	2	-7
SIRT5 block	-4	-2	1	-4	/	-1	/	4
FN deposition inh	/	/	0	0	/	2	5	4
CASP6 VEID inh	-6	2	1	-6	/	-1	/	-1
S100A4 MyoIIA	9	0	-4	-11	/	1	/	-89
C2C12 statin	/	-10	2	1	7	-3	/	-7
LGR2 antag	12	-2	/	9	-1	3	3	0

33) CN(C)c1ccc(C(=O)N=c2sccn2C)cc1[N+](=O)[O-]
34) O=C(Nc1ccncc1)c1ccc(NS(=O)(=O)c2cccc(F)c2)cc1
35) CC(C)[C@@H](C)/C=C/[C@@H](C)[C@H]1CC[C@@H]2[C@]1(C)CCC1[C@]23C=C[C@]2(C[C@@H](O)CC[C@]12C)N(c1cnccn1)O3 (some centres not stated)
36) O=[N+]([O-])c1cnccc1-n1nnc2ccccc21
37) COc1cc(Cl)ccc1OC1(C)CCN(Cc2cccn2-c2nccs2)C1 (configuration not stated)
38) CC(C)C1C(=O)CC(c2ccccc2)NC1c1ccccc1 (configuration not stated)
39) Cc1nc2ccc(C(=O)NCCCn3ccnc3)cn2c1N(C)CC1CCCCC1
40) Cc1ccc(OCC(=O)NCc2ccco2)c([N+](=O)[O-])n1
compound no.	33	34	35	36	37	38	39	40
esBAF inh	56*	/	/	/	-2	-9	5	/
SIRT5 block	7	-2	/	3	-4	-2	0	0
FN deposition inh	/	5	6	-34	-1	-10	-1	2
CASP6 VEID inh	-3	5	5	6	-2	-1	/	2
S100A4 MyoIIA	2	3	2	4	-12	1	4	-3
C2C12 statin	3	/	/	/	-26	-8	-13	/
LGR2 antag	-9	13	/	14	14	-11	2	-6

41) Cc1ccc(/C=C/S(=O)(=O)Nc2ccc(C)cc2)cc1
42) O=C(NNC(=S)Nc1ccccc1)c1cc(Br)ccc1Cl
43) Cc1ccc(-n2c3c(cc(C(=O)NCCCN4CCOCC4)c2=O)C(=O)CC(C)(C)C3)cc1
44) C[C@H]1CCCCO[C@@H](CN(C)Cc2ccc3c(c2)OCO3)[C@@H](C)CN([C@@H](C)CO)C(=O)c2cc(NC(=O)Nc3cccc4ccccc34)ccc2O1
45) CCC(=O)N1CCN(c2ccc(NC(=O)COc3ccc(C)cc3C)cc2)CC1
46) COc1ccc(NC(=O)CSc2nn3c(=O)c(C)nnc3s2)cc1
47) Cc1ccc(S(=O)(=O)NCC(=O)OCc2cc(=O)oc3cc(C)ccc23)cc1
48) O=[N+]([O-])c1ccc(N=NNc2ccc([N+](=O)[O-])cc2)cc1
compound no.	41	42	43	44	45	46	47	48
esBAF inh	/	6	-2	0	-4	2	0	31
SIRT5 block	-7	4	/	/	0	1	-1	-1
FN deposition inh	3	/	-18	/	-5	/	-2	13
CASP6 VEID inh	1	-1	-2	/	1	-2	-1	-3
S100A4 MyoIIA	-7	-1	2	/	-15	-3	-1	2
C2C12 statin	/	-59	-2	-12	17	8	1	-47
LGR2 antag	6	4	4	-14	16	-3	-5	-69

49) CCOc1ccc(N2C(=O)C(CC(=O)Nc3ccccc3)N(Cc3ccccn3)C2=S)cc1 (configuration not stated)
50) C#CCOCCOCCOCCNc1nc(N2CCN(C(=O)Cn3cc(CCO)nn3)CC2)nc(N2CCN(C(=O)[C@H](C)n3cc(CCCN=C(N)N)nn3)CC2)n1
51) O=C(/C=C/c1c(F)cccc1Cl)Nc1cccnc1
52) O=C(NCC[C@@H]1CC[C@H](NS(=O)(=O)c2ccc(Cl)cc2)[C@H](CO)O1)c1ccccc1F
53) COc1cccc(CNC(=O)CCC2CCCN(C(=O)c3ccccc3N(C)C)C2)c1 (configuration not stated)
compound no.	49	50	51	52	53
esBAF inh	15	-2	34	8	-2
SIRT5 block	0	-2	-6	-2	2
FN deposition inh	-20	-1	-3	/	0
CASP6 VEID inh	3	-23	0	-4	1
S100A4 MyoIIA	-2	4	1	-5	0
C2C12 statin	2	8	1	-2	-4
LGR2 antag	6	-7	-96	-32	2

Eleven structures from above, ordered by formula weight, lowest first.
51) O=C(/C=C/c1c(F)cccc1Cl)Nc1cccnc1
48) O=[N+]([O-])c1ccc(N=NNc2ccc([N+](=O)[O-])cc2)cc1
46) COc1ccc(NC(=O)CSc2nn3c(=O)c(C)nnc3s2)cc1
42) O=C(NNC(=S)Nc1ccccc1)c1cc(Br)ccc1Cl
47) Cc1ccc(S(=O)(=O)NCC(=O)OCc2cc(=O)oc3cc(C)ccc23)cc1
53) COc1cccc(CNC(=O)CCC2CCCN(C(=O)c3ccccc3N(C)C)C2)c1 (configuration not stated)
43) Cc1ccc(-n2c3c(cc(C(=O)NCCCN4CCOCC4)c2=O)C(=O)CC(C)(C)C3)cc1
49) CCOc1ccc(N2C(=O)C(CC(=O)Nc3ccccc3)N(Cc3ccccn3)C2=S)cc1 (configuration not stated)
52) O=C(NCC[C@@H]1CC[C@H](NS(=O)(=O)c2ccc(Cl)cc2)[C@H](CO)O1)c1ccccc1F
44) C[C@H]1CCCCO[C@@H](CN(C)Cc2ccc3c(c2)OCO3)[C@@H](C)CN([C@@H](C)CO)C(=O)c2cc(NC(=O)Nc3cccc4ccccc34)ccc2O1
compound no.	51	48	46	42	47	53	43	49	52	44
esBAF inh	34	31	2	6	0	-2	-2	15	8	0
SIRT5 block	-6	-1	1	4	-1	2	/	0	-2	/
FN deposition inh	-3	13	/	/	-2	0	-18	-20	/	/
CASP6 VEID inh	0	-3	-2	-1	-1	1	-2	3	-4	/
S100A4 MyoIIA	1	2	-3	-1	-1	0	2	-2	-5	/
C2C12 statin	1	-47	8	-59	1	-4	-2	2	-2	-12
LGR2 antag	-96	-69	-3	4	-5	2	4	6	-32	-14

50) C#CCOCCOCCOCCNc1nc(N2CCN(C(=O)Cn3cc(CCO)nn3)CC2)nc(N2CCN(C(=O)[C@H](C)n3cc(CCCN=C(N)N)nn3)CC2)n1
compound no.	50
esBAF inh	-2
SIRT5 block	-2
FN deposition inh	-1
CASP6 VEID inh	-23
S100A4 MyoIIA	4
C2C12 statin	8
LGR2 antag	-7

Screening data from PubChem BioAssay.
